CXXC DNA block: MLL CXXC-DNA interaction inhibition; Q03164; Potency, µM (titrated, usually from 115 µM), inactives show at the highest dose activity change, negative = inhibition, hits mostly inhibitors; MLL-CXXC / FITC-HOXA9 DNA fluorescence polarization; actives 0.037% (n = 290,000); AID 2662; active = well fitted inhibition curve with a large enough effect in the polarisation, with a control signal flat, not every such curve was filed as active; inconclusive = small, poorly fitted or top-dose-only effect, or effect the other way, or a change in a side signal; inactive = no such curve, though single readings can be large or run the other way; the % refers to the polarisation; also: potency is read from the fitted curve at half-maximal effect
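Steps: dispense CXXC domain solution (7 uM) → pin compounds or unlabeled HOX-A9 DNA control → 5 min ambient → add FLSN-HOX-A9 solution (50 nM) → spin → 30 min ambient → fluorescence polarization. Tris pH 7.5/NaCl/DTT/BSA buffer.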
hERG WT inh: KCNH2 (human, wildtype) channel inhibition; Q12809; actives 0.37% (n = 340,000); U2OS, BacMam KCNH2, thallium flux FluxOr; stronger effect = lower value; activity change, % at 1.84 µM;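 active = maximum activity change below -70%; inconclusive = maximum activity change between -70% and -50%; inactive = maximum activity change above -50%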; also: % is scaled to controls: 0 for no effect and ±100 for the full control effect
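U2OS cells transduced with wild-type KCNH2 virus are loaded with FluxOr dye for 45 min, and thallium flux is measured in kinetic reads before and after stimulation buffer. Rate constants are normalized to DMSO controls.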
a7 integrin act: integrin-mediated muscular dystrophy alleviation activation. AID 624291. alpha7betagal myoblasts, beta-gal FDG fluorescence, 48 h. Potency, µM (series often up to 38.3 µM), inactives show at the top dose activation, usual class: activators. actives 0.064% (n = 350,000);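 also: potency is read from the fitted curve at half-maximal effect; 100% = response of the positive control SU9516; nearly all actives have a fitted effect of over 60% in size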
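alpha7betagal+/- myoblasts (passage 13, 250/well) treated 48 h at 37C with compounds at 1:260 dilution of DMSO stock. Lysed, then beta-galactosidase activity read as FDG fluorescence (ex 480/em 540) after 30 min, with pre-read for autofluorescence.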
GALK inh: inhibitors of human galactokinase | P51570 | Purified GALK, Kinase-Glo residual ATP luminescence | Potency, µM (highest dose often 57.5 µM), without a hit: at the top dose activity change, negative = inhibition, actives largely listed as inhibitors | actives 0.007% (n = 270,000) | AID 1868; also: potency is read from the fitted curve at half-maximal effect; % is scaled to controls: 0 for no effect and ±100 for the full control effect
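The enzyme phosphorylates galactose (100 uM) using ATP (35 uM); inhibition is detected as higher residual ATP, quantified by bioluminescence after 1 h reaction at room temperature, pH 8.0.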
Coupling enz: coupling enzyme interference in Giardia aldolase counter-screen; activity change, negative = inhibition, % at 58.2 µM, hits read low; AID 2472; actives 0.67% (n = 290,000); coupling enzyme system counterscreen, AmpLite Red fluorescence; in the data active = activity change below about -30%; also: % is scaled to controls: 0 for no effect and ±100 for the full control effect
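Compounds tested against the coupling enzymes alone at 57.5 uM final; readout was AmpLite Red fluorescence (525/598 nm) after 20 min at RT.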
MBNL1 CUG block: blocks human MBNL1 binding to CUG repeat RNA. Q9NR56. TR-FRET MBNL1-His/biotin-(CUG)12 binding, 665/545 ratio. Potency, µM (top dose mostly 57.5 µM), without a hit: at the top dose activity change, negative = inhibition, usual class: inhibitors. actives 0.036% (n = 280,000); active = well fitted inhibition curve with a large enough effect in the signal ratio, with a control signal flat, not every such curve was filed as active; inconclusive = small, poorly fitted or top-dose-only effect, or effect the other way, or a change in a side signal; inactive = no such curve, though single readings can be large or run the other way; the % refers to the signal ratio; also: potency is read from the fitted curve at half-maximal effect; % is scaled to controls: 0 for no effect and ±100 for the full control effect
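TR-FRET between His-tagged MBNL1 and biotin-(CUG)12 RNA, detected with Tb anti-His antibody (0.055 ng/ul) and streptavidin-XL665 (5 nM), 60 min at room temperature. Compounds titrated 92 nM to 58 uM; 665/545 nm ratio normalized to buffer and complex controls.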
ASM inhibitor: blocks human secretory acid sphingomyelinase | placental ASM, HMU-PC fluorogenic substrate, 60 min | Potency, µM (top dose mostly 57.5 µM), inactives show at the highest dose activity change, negative = inhibition, actives largely listed as inhibitors | actives 0.006% (n = 340,000) | AID 504937; also: potency is read from the fitted curve at half-maximal effect
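Human placenta-derived ASM enzyme was preincubated with compound for 10 minutes at room temperature, then given fluorogenic substrate HMU-PC0 (9 uM final) for 60 minutes at 37 °C; a pH 10 stop preceded fluorescence reading at Ex 386/Em 447 nm.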
KCNH2 3.1 block: blocks the human KCNH2 3.1 channel isoform; U2OS KCNH2 3.1, thallium flux FluxOr; stronger effect = lower value; activity change, % (tested at about 1.8 µM); actives 0.95% (n = 340,000); AID 720553;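 active = maximum activity change below -70%; inconclusive = maximum activity change from -70% to -50%; inactive = maximum activity change above -50%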;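 also: thallium influx rate constant from kinetic fluorescence after stimulation buffer; % is scaled to controls: 0 for no effect and ±100 for the full control effect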
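Steps: virus added to U2OS suspension (4 h, RT, dark); medium with 10% FBS added, cells plated, 37 C overnight; FluxOr/Red40 loading buffer 45 min RT; stimulation buffer, 2 min kinetic read; rate constant normalized.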
TRPV1 ag: human TRPV1 agonism. TRPV1-expressing cells, Fluo-8 calcium influx, agonist mode. activation, % at 8.33 µM. actives 0.19% (n = 320,000); in the data active = activation above about 80%; inconclusive = between about 30% and that limit; also: 0% is about no effect
Target sequence (Q8NER1 whole entry, looked up): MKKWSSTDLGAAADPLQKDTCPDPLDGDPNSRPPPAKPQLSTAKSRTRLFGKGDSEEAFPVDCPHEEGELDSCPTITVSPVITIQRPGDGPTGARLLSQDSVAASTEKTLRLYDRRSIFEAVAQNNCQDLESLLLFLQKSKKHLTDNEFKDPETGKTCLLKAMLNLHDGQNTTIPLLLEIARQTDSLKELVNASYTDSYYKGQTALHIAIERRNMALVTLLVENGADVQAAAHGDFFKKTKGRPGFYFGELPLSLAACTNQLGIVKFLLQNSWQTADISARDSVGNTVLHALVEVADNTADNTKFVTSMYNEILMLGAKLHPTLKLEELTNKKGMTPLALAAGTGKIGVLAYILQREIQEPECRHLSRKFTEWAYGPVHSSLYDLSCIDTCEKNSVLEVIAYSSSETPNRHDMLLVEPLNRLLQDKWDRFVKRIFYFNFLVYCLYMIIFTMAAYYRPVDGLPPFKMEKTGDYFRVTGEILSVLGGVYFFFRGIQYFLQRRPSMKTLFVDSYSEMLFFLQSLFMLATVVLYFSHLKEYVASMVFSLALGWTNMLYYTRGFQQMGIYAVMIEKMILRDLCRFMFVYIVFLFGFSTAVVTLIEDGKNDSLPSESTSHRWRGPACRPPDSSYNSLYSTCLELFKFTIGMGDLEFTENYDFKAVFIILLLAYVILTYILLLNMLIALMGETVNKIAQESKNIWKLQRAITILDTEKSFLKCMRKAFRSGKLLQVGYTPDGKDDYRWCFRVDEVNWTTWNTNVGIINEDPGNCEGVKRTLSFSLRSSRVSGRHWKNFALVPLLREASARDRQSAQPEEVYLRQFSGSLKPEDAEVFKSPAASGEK
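Fluo-8 calcium influx in TRPV1-expressing cells, kinetic read (ex 480/em 520 nm). Compound added and read 3 min for agonist activity, followed by capsaicin at EC20 final and 2 min further read for enhancement.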
A-T KAP1 phos: candidate therapy for ataxia-telangiectasia | […] A-T fibroblasts, KAP-1 phosphorylation AlphaLISA; neocarzinostatin DNA damage 30 min before lysis | Potency, µM (series often up to 57.5 µM), without a hit: at the highest dose activation, actives largely listed as activators | actives 0.19% (n = 320,000); also: potency is read from the fitted curve at half-maximal effect; % of control where 0% means no effect; nearly all actives have a fitted effect of over 45% in size
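ATM-like activity read as KAP-1 phosphorylation via AlphaLISA donor/acceptor antibody pairs after lysis and 6 hr at 25C. Cells were ATM-null patient fibroblasts ([…], hTERT), dosed 60 min, then exposed to the DSB inducer NCS for 30 min.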
The depositor's hits bear a star; ? = inconclusive; . = not tested or not shown; [ ] = another dose, or the depositor's remark. Unless noted, calls follow the shape of the dose curve; as a rule, active = well fitted curve in the direction sought with a large enough effect; inconclusive = small, poorly fitted or top-dose-only effect, or another doubt; inactive = no such curve, though single readings can be large; an effect the other way counts as inactive or inconclusive. Compounds were not picked by outcome. Share with any hit: about 2%.

The line under a structure holds: CXXC DNA block, A-T KAP1 phos, a7 integrin act, GALK inh, KCNH2 3.1 block, MBNL1 CUG block, Coupling enz, TRPV1 ag, hERG WT inh, ASM inhibitor
CCOc1ccc(CCNC(=O)CCn2ccc3cc(S(=O)(=O)N4CCCC4)ccc32)cc1
  0.7%, 7.0%, -37.5%, 7.7%, -10.3, -0.8%, 2.0, 2.7, 0.7, -2.9%
COc1ccccc1Oc1coc2c(CN3CCOCC3)c(O)ccc2c1=O
  -8.9%, -10.5%, -11.2%, -0.2%, 8.6, -8.1%, -0.5, 2.7, -2.4, 29.1%
CC(C)(C)c1ccc(S(=O)(=O)CC(O)CSc2nc3c(cc2C#N)CCCC3)cc1 (configuration not stated)
  7.9%, -0.8%, 14.0%, -3.1%, -0.5, 11.9%, -1.1, 2.2, -2.4, -2.8%
CCN(C(=O)CSc1nnc(-c2ccccc2)o1)c1c(N)n(Cc2ccccc2)c(=O)[nH]c1=O
  15.1%, 3.2%, 29.0%, -2.0%, 3.1, -28.9%, 1.7, -8.6, 6.3, 2.0%
COc1cccc(-c2c(C(=O)N/N=C(\C)c3cccs3)nnn2-c2nonc2N)c1
  1.6%, 9.8%, 22.5%, -4.1%, -6.0, 8.5%, 1.4, -3.5, 3.6, -1.0%
Cc1ccc(-c2nnc(Nc3ccc(OCC(N)=O)cc3)c3ccccc23)cc1S(N)(=O)=O
  33.1%[activator], 3.4%, -17.2%, -1.6%, 2.8, ?, -1.9, -0.1, 1.0, -4.7%
C=C(C)CNC(=O)c1ccc(OC2CCN(S(=O)(=O)N(C)C)CC2)cc1
  2.6%, 8.2%, 0.0%, -2.0%, -15.1, -5.3%, 1.7, 1.3, 4.1, 5.7%
CN1C(=O)C(=C2CCCCCC2)SC1=S
  -4.7%, 11.8%, -27.6%, 0.1%, 2.1, 3.1%, -1.7, 4.7, -11.9, -4.8%
COc1cc(C(=O)NCc2ncccc2C)ccc1OC1CCN(C(C)=O)CC1
  6.3%, -7.2%, -8.0%, -2.5%, -3.5, 5.3%, ., 0.9, -3.0, 4.1%
Cn1cc(CN2CCN(c3cnccn3)CC2)c(-c2cccc(Cl)c2)n1
  5.1%, -3.2%, -1.9%, 9.7%, 3.6, 5.4%, 2.3, 8.0, -0.5, -0.8%
CCOC(=O)c1[nH]c(C)c(C(=O)Nc2cccc(Cl)c2C)c1C
  -1.1%, 2.8%, -21.2%, 0.0%, 1.1, -1.9%, 1.0, 10.1, -8.0, -0.5%
O=C1CCC(C(=O)N2CCC(O)CC2)CN1CCc1ccc(Cl)cc1 (configuration not stated)
  39.7%[activator], -4.3%, -12.8%, -3.6%, 11.9, -5.6%, ., 1.5, 4.7, 3.2%
Cc1ccc(N(CC(=O)N/N=C/c2cccs2)S(C)(=O)=O)cc1
  7.3%, 18.4%, 3.2%, 0.1%, -3.9, ., -8.2, 14.7, 1.1, -1.2%
COc1ccc(N(C(=O)c2snc(C(N)=O)c2N)C(C(=O)NCc2ccc(F)cc2)c2ccc(C)o2)c(OC)c1 (configuration not stated)
  9.0%, -4.0%, -3.6%, -0.5%, -2.4, 55.0%[activator], -2.9, ?, 0.2, 233.2%[activator]
Cc1ccc(C(=O)Nc2cccnc2)cc1S(=O)(=O)N1CCCC1
  -8.3%, -4.3%, -7.2%, -4.8%, 27.8, -2.3%, ., 21.5, -2.9, -0.4%
CC(=O)Nc1ccc(NC(=O)C23CC4CC(C2)CC(n2cnc(Br)n2)(C4)C3)cc1
  13.1%, 0.6%, 3.3%, 0.8%, -6.7, -1.1%, -2.4, -1.7, -7.6, -1.9%

Some of these compounds in order of length of the SMILES, highest first:
The line under a structure holds: CXXC DNA block, A-T KAP1 phos, a7 integrin act, GALK inh, KCNH2 3.1 block, MBNL1 CUG block, Coupling enz, TRPV1 ag, hERG WT inh, ASM inhibitor
Cc1ccc(-c2nnc(Nc3ccc(OCC(N)=O)cc3)c3ccccc23)cc1S(N)(=O)=O
  33.1%[activator], 3.4%, -17.2%, -1.6%, 2.8, ?, -1.9, -0.1, 1.0, -4.7%
CC(C)(C)c1ccc(S(=O)(=O)CC(O)CSc2nc3c(cc2C#N)CCCC3)cc1 (configuration not stated)
  7.9%, -0.8%, 14.0%, -3.1%, -0.5, 11.9%, -1.1, 2.2, -2.4, -2.8%
C=C(C)CNC(=O)c1ccc(OC2CCN(S(=O)(=O)N(C)C)CC2)cc1
  2.6%, 8.2%, 0.0%, -2.0%, -15.1, -5.3%, 1.7, 1.3, 4.1, 5.7%
COc1cc(C(=O)NCc2ncccc2C)ccc1OC1CCN(C(C)=O)CC1
  6.3%, -7.2%, -8.0%, -2.5%, -3.5, 5.3%, ., 0.9, -3.0, 4.1%
Cn1cc(CN2CCN(c3cnccn3)CC2)c(-c2cccc(Cl)c2)n1
  5.1%, -3.2%, -1.9%, 9.7%, 3.6, 5.4%, 2.3, 8.0, -0.5, -0.8%
Cc1ccc(N(CC(=O)N/N=C/c2cccs2)S(C)(=O)=O)cc1
  7.3%, 18.4%, 3.2%, 0.1%, -3.9, ., -8.2, 14.7, 1.1, -1.2%
O=C1CCC(C(=O)N2CCC(O)CC2)CN1CCc1ccc(Cl)cc1 (configuration not stated)
  39.7%[activator], -4.3%, -12.8%, -3.6%, 11.9, -5.6%, ., 1.5, 4.7, 3.2%
COc1ccccc1Oc1coc2c(CN3CCOCC3)c(O)ccc2c1=O
  -8.9%, -10.5%, -11.2%, -0.2%, 8.6, -8.1%, -0.5, 2.7, -2.4, 29.1%

Bioassay records from PubChem BioAssay.
